IEC-6 cytotox: counter-screen for KLF5 inhibitors: cytotoxicity in IEC-6 cells. IEC-6 cytotoxicity, luminescence viability. inhibition, % at 5 µM. hit rate 0.78% among 290,000; in the data active = inhibition above about 22%;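 note: 0% = plate median of test compound wells and 100% = cytotoxic reference compound wells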
Platelet DG rel: platelet dense granule release activity; human platelet-rich plasma, SFLLRN dense granule ATP release, luminescence; inhibition, %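 (compounds screened at 7.5 µM in platelet-rich plasma)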; hit rate 0.22% among 300,000; AID 1663;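 active = mean replicate score, as percent of positive control, at or above 50; inconclusive = mean below 50 but at least one replicate at or above 50; inactive = mean and every replicate below 50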
AI-2 QS modul: Vibrio harveyi AI-2 quorum sensing modulation. Vibrio harveyi JMH597 AI-2 luminescence/OD600 ratio, 9 h; stronger effect = lower value; strain lacks LuxN and CqsS sensors; 0 = neutral-control median. activity change, % at 7.5 µM. hit rate 0.4% among 300,000. AID 2094; in the data active = activity change below about -75%, passing the limit was not always enough; inconclusive = no clear call, values can overlap the other calls;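 note: luminescence divided by OD600 gain over 9 h not by final OD600 alone; inactives centre near 13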
HDAC3 inh: human HDAC3 inhibition. recombinant HDAC3, fluorogenic peptide/trypsin coupled, fluorescence. inhibition, % at 8.3 µM. hit rate 0.15% among 320,000. AID 2718; in the data active = inhibition above about 26%, passing the limit was not always enough; inconclusive = no clear call, values can overlap the other calls
Target sequence (O15379 whole entry, looked up): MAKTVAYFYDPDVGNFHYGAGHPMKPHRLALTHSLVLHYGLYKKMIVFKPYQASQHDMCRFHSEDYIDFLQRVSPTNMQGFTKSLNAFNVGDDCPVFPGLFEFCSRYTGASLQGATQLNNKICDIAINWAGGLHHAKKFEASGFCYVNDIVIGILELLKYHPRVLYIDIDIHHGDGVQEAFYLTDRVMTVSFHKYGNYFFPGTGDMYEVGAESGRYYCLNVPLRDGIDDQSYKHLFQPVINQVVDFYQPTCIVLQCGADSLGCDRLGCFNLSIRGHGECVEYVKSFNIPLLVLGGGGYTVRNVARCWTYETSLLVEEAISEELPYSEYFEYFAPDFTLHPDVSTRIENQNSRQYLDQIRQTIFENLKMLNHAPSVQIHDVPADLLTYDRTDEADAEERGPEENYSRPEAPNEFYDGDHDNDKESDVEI
HSF1 inhib: HSF1 inhibition; activity change, negative = inhibition, % at 7.5 µM (by protocol); AID 2098; hit rate 0.77% among 300,000; NIH3T3-HGL HSE-luciferase, MG132-induced, luminescence 8 h; stronger effect = lower value;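 active = more than half of replicate wells show activity change below -50%, luminescence cut by over half; inconclusive = some wells, but at most half, below -50%; inactive = no replicate well below -50%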;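 note: luciferase reports HSF-1 transcriptional activity via heat shock element; 0% = median of DMSO wells and -100% = zero luminescence signal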
KLF5 inhibitor: kruppel-like factor 5 inhibition. inhibition, % at 5 µM. DLD-1 KLF5 promoter-luciferase reporter, luminescence. hit rate 0.23% among 290,000. AID 1700;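 active = inhibition above a per-plate limit of that plate's mean compound inhibition plus 3 SD, cut at about 60% in these data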;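 note: 0% = DMSO wells and 100% = LY294002 at 200 µM; higher means less KLF5 promoter-driven luciferase light; inactives centre near -14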
aSyn UTR inh: MLPCN primary screen, SNCA 5' untranslated region; alpha-synuclein 5'UTR reporter, inhibitor activity; inhibition, % (tested at 7.5 µM); hit rate 0.82% among 300,000; AID 1813; in the data active = inhibition above about 60%; inconclusive = no clear call, values can overlap the other calls;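 note: H4 neuroglioblastoma cells stably carrying SNCA 5'UTR luciferase fusion; 0% = DMSO wells and 100% = positive control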
HSF-1 act: increases HSF-1 driven luciferase reporter signal; NIH3T3-HGL HSF-1 luciferase reporter, MG132, 8 h; 100% = twice DMSO control signal; activation, % at 9 µM; hit rate 1.7% among 300,000;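 active = mean replicate activation of at least 50% with a set share of replicates each reaching 50%; inconclusive = only one of those two conditions met; inactive = mean below 50% and too few replicates reaching it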;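 note: 0% = median of the neutral control wells and 100% = twice that signal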
HSP90 inh: inhibitors of HSP90 luciferase refolding in rabbit reticulocyte lysate. inhibition, % at 5.6 µM. luciferase refolding luminescence, 3 h. hit rate 0.91% among 290,000. AID 1789;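 active = inhibition above the screen-wide mean plus 3 SD, computed separately per campaign, cut at about 16% in these data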;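 note: 0% = DMSO wells and 100% = 60 µM geldanamycin wells; inhibitors lower the luminescence because luciferase stays unfolded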
HIF act: HIF pathway transcriptional activation; U2OS HRE-luciferase reporter, luminescence; normalized: DMSO 0%, desferrioxamine 100%; activation, % at 7.5 µM (by protocol); hit rate 0.32% among 300,000; AID 1910;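 active = mean activation of at least 10% of the iron chelator positive control signal, with at least half of replicates also reaching 10%; inconclusive = mean and replicate majority disagree about reaching 10%; inactive = mean and most replicates under 10%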
Starred values were filed as active, the others as inactive; u = inconclusive; x = no result given. Outcome played no part in choosing rows; about 5% have a hit in one of these screens.

Molecule	IEC-6 cytotox	Platelet DG rel	AI-2 QS modul	HDAC3 inh	HSF1 inhib	KLF5 inhibitor	aSyn UTR inh	HSF-1 act	HSP90 inh	HIF act
COc1ccc(CCNC(=O)c2nnn(-c3ccc4c(c3)OCCO4)c2N)cc1OC	0.6	-3.6	20.7	-4.7	-76.1*	17.2	26.7	-77.6	28.8*	-3.3
COc1ccc2ccccc2c1/C=N/NC(=O)c1ccc([N+](=O)[O-])cc1	5.2	-4.8	30.6	5.6	-2.2	-21.6	0.4	-18.6	3.4	0.7
COc1ccc(C(=O)N2CCC3(CC2)NCCc2[nH]cnc23)cc1OC	-3.2	11.8	7.7	-0.2	-1.1	-11.4	-0.9	-10.6	-0.8	-0.3
CN(C)c1nc(Oc2ccc(/C=N/O)cc2)nc(N(C)C)n1	4.6	-7.7	17.8	3.3	6.9	-9.2	9.5	3.0	3.3	-0.3
CCN(CC)C(=O)C12C(=O)Oc3ccccc3C1C2(C)C(=O)c1ccc(F)cc1 (stereo not drawn)	-6.2	x	34.5	-1.3	x	-34.4	x	x	-0.7	x
O=C(NCCc1ccccc1)c1ccncc1	-4.5	-4.4	27.7	x	3.0	-123.6	-145.7	-0.5	2.0	2.6
Cc1ccccc1CN1CCSc2sccc2C1=O	1.6	-5.3	1.7	-0.7	-3.6	-10.9	25.3	0.4	2.8	-0.2
COc1ccc(C)cc1NC(=O)c1sc2ncn(CC(=O)N3CCCCC3)c(=O)c2c1C	2.9	15.5	19.0	5.3	15.7	-10.2	-22.1	32.6	-2.3	0.1
CCc1nc(NCCN2CCOCC2)c(C#N)c2c1CCCC2	2.0	-2.1	17.0	-2.0	5.2	-6.3	19.3	24.3	4.9	-0.7
O=C(NCc1ccncc1)c1cccc(Cn2cc(Br)cn2)c1	-3.3	-3.3	15.0	0.9	2.5	8.2	-1.7	-5.5	-0.1	0.0
Nc1nnc(CC(=O)N/N=C/c2ccc([N+](=O)[O-])cc2)s1	11.9	0.6	17.5	5.0	2.9	-6.5	2.0	9.5	2.4	-0.3
O=C(COC(=O)C1CC1)Nc1ncc(C(F)(F)F)cc1Cl	-8.1	2.9	12.6	-8.1	x	6.7	14.2	x	0.4	2.5
COCCCNC(=S)N1CCN(c2nc(C)nc3sc4c(c23)CCCC4)CC1	1.8	0.6	-1.3	2.3	-0.6	-18.4	3.2	-14.4	-1.0	-1.5
Cc1ccc2[nH]c(=O)c(CN(CCCN3CCOCC3)C(=O)Nc3cccc(Cl)c3)cc2c1	2.2	-7.9	20.1	-2.8	-0.1	-30.3	-2.6	-5.7	3.4	0.6
O=C(CN1C(=O)c2cccc3cccc(c23)C1=O)N1CCOCC1	-3.2	-3.9	21.5	-14.9	-4.1	-18.6	-24.0	3.2	-1.5	0.0
COc1ccccc1NC(=O)N(Cc1cccs1)Cc1cc2cc3c(cc2[nH]c1=O)OCO3	4.1	-5.8	24.4	7.8	-5.5	-6.0	-12.1	5.7	-0.9	2.3
O=C(CSc1nnc(NC(=O)C2CCCCC2)s1)NCc1ccco1	0.6	1.4	-11.3	0.0	2.2	-36.2	-1.6	-1.6	4.9	0.6
O=C(Cn1ncc2c(=O)oc3ccccc3c21)N(Cc1ccco1)C1CCCCC1	0.2	2.8	24.1	1.0	-2.1	-23.7	-11.2	-0.4	-6.5	-0.2
COc1cccc(C(=O)C(C#N)=C(SC)SC)c1	2.7	-2.9	9.7	4.8	-5.9	11.5	-47.4	-1.4	0.0	1.6
COc1cccc(NC(=S)N(CCN2CCCCC2)Cc2ccco2)c1	1.5	3.5	x	-4.4	9.5	12.5	-7.9	16.9	-0.8	2.6
COC(=O)c1c(C)[nH]c(C(=O)NCCc2ccc(S(N)(=O)=O)cc2)c1C	3.1	-8.4	20.8	6.7	-0.4	-14.1	3.3	22.1	-0.3	-0.7
Cc1ccc(S(=O)(=O)N2CCN(C(=O)N(c3ccccc3)c3ccccc3)CC2)cc1	-1.4	-9.8	46.1	-1.1	-8.4	-12.7	-2.4	-7.6	-0.2	-0.7
COCCN(C(=O)CSCC(=O)Nc1cccc(C)c1)c1c(N)n(Cc2ccccc2)c(=O)[nH]c1=O	x	-6.8	10.8	x	-1.2	x	0.9	-4.5	x	0.2
O=C(NC1CCCCCC1)C1c2ccccc2C(=O)N1C1CC1 (stereo not drawn)	2.8	4.3	12.6	-0.3	1.9	-9.8	-22.8	7.0	3.4	-0.5
CSc1cccc(CNC(=O)CC2C(=O)NCCN2CC(C)(C)C)c1 (stereo not drawn)	-1.3	1.0	8.9	-4.9	-1.5	-8.0	6.6	-12.0	-2.0	-0.4
CCCNC(=O)COC(=O)c1c2c(nc3ccccc13)CCC2	2.0	1.4	6.7	0.5	4.3	-16.3	0.4	9.5	-0.3	0.1
COc1ccccc1OCC(=O)N(Cc1nc(-c2ccc(Cl)cc2)no1)C(C)C	-3.3	10.9	12.3	8.5	-3.7	2.2	1.6	8.7	-0.6	-0.1
CN(C)CC#CCCCCCCC#CCN(C)C	3.1	5.7	x	0.9	-5.4	-20.8	5.3	-9.8	-2.7	0.0
O=C(/C=C/c1cccc([N+](=O)[O-])c1)N1CCN(c2ccc(F)cc2)CC1	-7.9	-8.4	14.4	1.8	0.8	-14.0	-1.6	18.9	1.8	x
CCCCCCSc1nsc(NC(=O)CCC)n1	-2.7	10.2	2.7	x	19.9	-24.4	-49.0	19.0	-4.5	0.3
O=C(CSc1ncn[nH]1)NCCc1ccc(Cl)cc1Cl	3.6	0.0	10.9	-5.8	-4.0	-1.7	8.9	-8.3	-0.5	u
CC(C(=O)NCc1ccco1)n1cc(C(=O)c2ccco2)c2ccccc21 (stereo not drawn)	1.1	-2.4	25.9	15.9	-2.8	-5.1	-12.2	17.6	-0.7	0.1
CCN1CCSc2ccc(C(=O)NCc3ccccc3F)cc21	5.6	11.4	26.0	-4.3	-6.7	-25.8	-8.7	-1.7	-3.7	0.6
C/C(=C1\SC(N2CCOCC2)=NC1=O)c1ccc(C)cc1	-5.5	x	-7.5	7.6	x	-3.8	x	x	0.0	x
N#Cc1cccc(NC(=O)COC(=O)c2ccccc2Sc2ccccc2C#N)c1	1.0	-14.9	11.1	3.7	-14.7	-11.1	26.1	-30.4	1.1	0.1
Cc1ccc(S(=O)(=O)NC(=O)c2ccc(Br)o2)c(C)c1	-8.6	2.6	26.2	0.8	-5.6	-21.7	-10.4	1.7	-2.7	0.1
COc1ccc(CNC(=O)[C@H](C)NC(=O)C2CCN(C(=O)[C@@H](N)CCSC)CC2)cc1	-0.1	3.6	4.7	-6.5	1.1	-14.3	-5.6	-1.7	-0.3	-0.4
CC(NC(=O)CN(c1ccc(F)cc1)S(C)(=O)=O)c1ccccc1 (stereo not drawn)	-2.8	-7.4	-5.3	-10.5	7.2	-36.5	5.4	25.6	-6.1	-43.5
CCCc1cc(=O)n2[nH]c(C)c(-c3ccc(OC)cc3)c2n1	-1.4	1.0	-5.3	-2.0	1.6	-15.9	-3.9	4.1	-0.4	-0.5
CCn1c(SCC(=O)Nc2ccccc2N2CCOCC2)nnc1-c1ccccc1O	0.2	2.7	2.0	5.4	2.8	-3.2	7.9	16.9	-0.8	-0.6
COc1ccc(OC)c(CCNC(=O)c2sc3nc4n(c(=O)c3c2C)CCC4)c1	6.7	16.6	5.1	9.9	2.6	-9.4	-4.3	0.0	3.0	x
C=CC[C@H]1CC(Cc2ccccc2)=C[C@H](CC=C)N1	-2.4	16.8	15.4	1.3	3.5	-28.5	15.8	8.8	2.4	-0.2
Cc1cc(=O)n(C)c(=O)n1CCCCCCOc1cccc([N+](=O)[O-])c1	5.6	-3.9	15.9	x	x	32.3	42.5	x	-1.3	x
Cc1ccc(-n2ncc3ccccc3c2=O)cc1Cl	6.8	-4.7	12.2	4.3	74.7	-79.7	-143.1	88.2*	-3.5	1.1
CCSc1nnc(NC(=O)CCNS(=O)(=O)c2cc(Br)cnc2N)s1	-0.2	17.6	6.7	8.9	6.4	-1.6	-13.9	2.1	-0.2	2.0
COc1cc(C(=O)C(=O)c2ccc(O)c(OC)c2)ccc1O	-0.5	6.7	27.7	3.9	-1.4	-43.4	-20.1	6.0	3.9	-2.7
Cc1nn(-c2ccc(F)cc2)c(Cl)c1/C=N/NC(=O)c1cccs1	-5.5	-2.9	0.6	-1.0	15.6	-40.9	-56.7	20.3	-3.4	0.4
CCCNC(=O)CN(c1cccc(F)c1)S(C)(=O)=O	11.5	-0.5	-2.9	-5.1	0.5	10.2	3.3	-8.7	4.3	0.0
N#Cc1cnn(-c2nc3sc4c(c3c(=O)[nH]2)CCCC4)c1N	-2.6	0.0	10.4	12.6	-11.3	-27.6	17.6	-11.3	-1.6	0.0
CCOc1cc(N2CCOCC2)c(OCC)cc1NC(=O)CN1CCC(Cc2ccccc2)CC1	5.7	1.4	11.5	4.3	10.6	-1.3	-4.3	14.9	-2.1	-0.1
Cc1ccc(C)c(CN2C(=O)COc3ccc(C(=O)c4ccccc4C(=O)O)cc32)c1	3.4	2.6	15.2	-4.9	-1.9	-47.2	16.9	24.4	2.9	0.6
COC(=O)c1c(C)oc(C)c1S(=O)(=O)NCc1ccco1	-3.5	0.9	28.1	-2.1	5.0	1.9	-10.0	2.8	-0.9	-0.2
CC(C(=O)NCc1ccco1)n1ccc2cc(S(=O)(=O)N3CCCCC3)ccc21 (stereo not drawn)	12.5	2.4	1.2	-7.2	1.0	8.1	-11.0	-4.5	5.3	-0.9
CC1=C(C(=O)OC(C)C)C(c2ccccn2)n2ncnc2N1 (stereo not drawn)	-2.0	-0.7	26.8	x	3.8	-12.8	-22.4	1.0	-0.4	0.3
